TSG101-PTAP inh = blocks PTAP/TSG101 interaction to inhibit HIV-1 budding; 340,000 tested, under 10 active; Fluorescence polarization, FITC-PTAP peptide / Tsg101 binding; Potency, µM (highest dose often 115 µM), without a hit: at the highest dose activity change, negative = inhibition, most hits filed as inhibitors; Q99816; AID 493005; active means well fitted inhibition curve with a large enough effect in the main read-out, with a control signal flat, not every such curve was filed as active; inconclusive means small, poorly fitted or top-dose-only effect, or effect the other way, or a change in a side signal; inactive means no such curve, though single readings can be large or run the other way; further: potency means the concentration at half of the fitted maximal effect; % of control where 0% means no effect
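FP read-out: FITC-PTAP peptide, 50 nM final, binding Tsg101 binding domain, 10 uM final; 20 min, r.t.; 10 mM HEPES pH 7.5, 0.15 M NaCl, 0.01% Tween 20, 3 mM EDTA, 0.1 mM TCEP.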
B2AR arrestin = beta2AR (human) beta-arrestin recruitment activity. P07550. beta-arrestin recruitment to beta2AR, cell-based reporter. Potency, µM (top dose mostly 46.1 µM), for inactives: at the top dose activation, hits mostly activators. actives 0.02% (n = 330,000). AID 492947;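 further: potency means the concentration at half of the fitted maximal effect; 0% = DMSO controls and full agonism = EC100 isoproterenol or metaproterenol; nearly all actives have a fitted effect of over 65% in size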
Target sequence (P07550 whole entry, looked up): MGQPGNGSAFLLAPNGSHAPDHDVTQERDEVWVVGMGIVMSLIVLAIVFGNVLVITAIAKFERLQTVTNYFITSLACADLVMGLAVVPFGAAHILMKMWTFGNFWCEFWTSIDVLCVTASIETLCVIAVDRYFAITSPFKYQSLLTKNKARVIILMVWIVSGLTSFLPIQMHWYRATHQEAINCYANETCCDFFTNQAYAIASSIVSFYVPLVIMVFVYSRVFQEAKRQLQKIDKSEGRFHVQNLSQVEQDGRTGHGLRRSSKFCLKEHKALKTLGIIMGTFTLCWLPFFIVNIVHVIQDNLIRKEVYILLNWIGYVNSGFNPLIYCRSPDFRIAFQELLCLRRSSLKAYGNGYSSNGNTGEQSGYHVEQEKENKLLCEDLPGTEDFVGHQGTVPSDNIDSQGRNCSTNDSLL
p53 reactivator = re-activators of mutant p53 | H1299 p53-A138V BP100-luciferase reporter, luminescence, 24 h | Potency, µM (doses to about 92.2 µM), inactives show at the highest dose activity change, positive = activation, most hits filed as activators | actives 0.063% (n = 320,000); further: potency means the concentration at half of the fitted maximal effect; % of control where 0% means no effect; nearly all actives have a fitted effect of over 45% in size
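p53-null H1299 cells stably carrying temperature-sensitive p53-A138V and a BP100-luciferase reporter were pinned with compounds (4-point, 1:5 series) and held 24 hrs at 37 deg C. Luminescence was read 10 min after detection reagent.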
TRPV1 agonist = agonists of human vanilloid receptor 1 (TRPV1) | TRPV1-expressing cells, Fluo-8 calcium influx, agonist mode | actives 0.19% (n = 320,000) | Q8NER1 | activation, % at 8.33 µM; in the data active means activation above about 80%; inconclusive means between about 30% and that limit; further: 0% is about no effect
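TRPV1-expressing cells were cultured overnight at 35.5C and loaded with Fluo-8 calcium dye for 40 to 90 min at room temperature. After a 10 s baseline, compound was added and calcium influx was read kinetically for 3 min (ex 480/em 520 nm).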
Eya2 phos inh = inhibitors of human Eya2 phosphatase activity | recombinant Eya2, OMFP fluorescence dephosphorylation (OMFP is methylfluorescein phosphate) | Potency, µM (top dose mostly 76.9 µM), inactives show at the highest dose activity, negative = inhibition, most hits filed as inhibitors | O00167 | actives 0.006% (n = 330,000); further: potency means the concentration at half of the fitted maximal effect; on the % scale 0 is the no-effect control and ±100 the full control effect
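Eya2 (0.2 uM) preincubated 10 min at ambient with compound, then OMFP substrate added at 50 uM; 10 min reaction in 50 mM HEPES pH 7.5, 50 mM NaCl, 5 uM MgCl2, 0.05% BSA, 1 mM DTT. Fluorescence read at Ex 485/Em 525 nm.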
BRCA1 expr act = BRCA1 expression activation; MCF7-BRCA1-FFLuc reporter, luminescence, 48 h; response scale: scaled: vehicle 0%, 10 µM genistein 100%; Potency, µM (doses to about 46.1 µM), without a hit: top-dose activation, hits mostly activators; actives 1.1% (n = 380,000); AID 624202; further: potency means the concentration at half of the fitted maximal effect; nearly all actives have a fitted effect of over 80% in size; some results filed as inactive show a strong effect at the top dose
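MCF7-BRCA1-FFLuc, 2000 cells/well; 2 h attach, 37 °C/5% CO2; compound 48 h; luciferase substrate 15 min; luminescence end-point. Norm. to genistein 10 microM max activation and DMSO; concentration-response curves fitted.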
uPA surface inh = blocks generation of uPA at the cell surface; cell surface uPA generation assay, qHTS; Potency, µM (doses to about 38.3 µM), without a hit: top-dose activity change, negative = inhibition, usual class: inhibitors; actives 0.31% (n = 330,000); AID 540303; active means well fitted inhibition curve with a large enough effect; inconclusive means small, poorly fitted or top-dose-only effect; inactive means no such curve, though single readings can be large or run the other way; tested in mouse RAW 264.7 cells; further: potency means the concentration at half of the fitted maximal effect; on the % scale 0 is the no-effect control and ±100 the full control effect; nearly all actives have a fitted effect of over 55% in size
Integrin act MD = integrin-mediated muscular dystrophy alleviation activation. alpha7betagal myoblasts, beta-gal FDG fluorescence, 48 h. Potency, µM (titrated, usually from 38.3 µM), for inactives: at the highest dose activation, actives largely listed as activators. actives 0.064% (n = 350,000). AID 624291;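 further: potency means the concentration at half of the fitted maximal effect; 100% = response of the positive control SU9516; nearly all actives have a fitted effect of over 60% in size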
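Alpha7betagal+/- myoblasts (passage 13) were plated 16-24 hr, then exposed to compounds (1:260 dilution of DMSO stock) for 48 hours at 37C. After MPER lysis, β-galactosidase reporter activity was read as FDG fluorescence (ex 480/em 540) after 30 minutes.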
USP2a block = blocks human ubiquitin-specific protease USP2a; O75604; USP2 core, Ub-CHOP2 coupled fluorogenic reporter, 485/531; Potency, µM (series often up to 38.3 µM), without a hit: at the top dose activity change, negative = inhibition, actives largely listed as inhibitors; actives 0.01% (n = 330,000);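 further: potency means the concentration at half of the fitted maximal effect; plate controls were DMSO wells for no effect and full inhibition by NEM control for full effect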
Target sequence (O75604 whole entry, looked up): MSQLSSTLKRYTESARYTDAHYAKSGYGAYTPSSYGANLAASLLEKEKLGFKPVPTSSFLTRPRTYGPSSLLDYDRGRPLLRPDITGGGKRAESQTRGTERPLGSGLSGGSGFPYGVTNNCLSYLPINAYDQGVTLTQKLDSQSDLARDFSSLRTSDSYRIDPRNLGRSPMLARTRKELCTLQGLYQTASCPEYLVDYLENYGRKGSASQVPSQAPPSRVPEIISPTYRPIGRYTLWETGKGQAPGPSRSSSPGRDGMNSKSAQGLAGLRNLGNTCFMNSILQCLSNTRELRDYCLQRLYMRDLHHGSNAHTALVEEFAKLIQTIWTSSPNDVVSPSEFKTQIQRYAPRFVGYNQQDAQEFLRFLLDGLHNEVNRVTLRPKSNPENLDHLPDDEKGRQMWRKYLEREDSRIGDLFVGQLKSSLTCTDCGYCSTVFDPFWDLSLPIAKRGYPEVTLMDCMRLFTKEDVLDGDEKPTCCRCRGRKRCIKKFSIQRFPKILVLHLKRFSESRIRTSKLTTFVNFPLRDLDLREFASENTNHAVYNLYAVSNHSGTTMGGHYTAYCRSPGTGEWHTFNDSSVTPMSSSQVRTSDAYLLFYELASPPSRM
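Deubiquitinase activity read as fluorescence (485/531 nm) after Ub-CHOP2 cleavage activates the enterokinase reporter on its substrate; USP2 core 10nM, Ub-CHOP2 and substrate 25nM each, 30min compound preincubation then 60min RT; data normalized to NEM, curves fitted.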
S-ASM inh = human S-ASM enzyme inhibition; actives 0.006% (n = 340,000); Potency, µM (doses to about 57.5 µM), inactives show at the top dose activity change, negative = inhibition, most hits filed as inhibitors; P17405; placental ASM, HMU-PC fluorogenic substrate, 60 min; further: potency means the concentration at half of the fitted maximal effect
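Human placenta-derived ASM enzyme was preincubated with compound for 10 minutes at room temperature, then given fluorogenic substrate HMU-PC0 (9 uM final) for 60 minutes at 37 °C; a pH 10 stop preceded fluorescence reading at Ex 386/Em 447 nm.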
ELG1 genotox = induces genotoxicity in HEK293T cells with luciferase-tagged ELG1; HEK293T ELG1-luciferase reporter, luminescence, 16 h; Potency, µM (titrated, usually from 46 µM), inactives show at the top dose activity change, positive = activation, hits mostly activators; actives 1.3% (n = 330,000); further: potency means the concentration at half of the fitted maximal effect; % of control where 0% means no effect; nearly all actives have a fitted effect of over 60% in size
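After overnight (16 hr) compound treatment at 37 °C, ELG1-luciferase HEK293T cells were lysed with ONE-Glo; luminescence quantified 30 min later at room temperature.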
Numbers without * were called inactive; ? = inconclusive; nt = not tested or not shown; [ ] = another dose, or the depositor's remark. Unless noted, the call rests on the fitted dose curve; in most records, active means well fitted curve in the direction sought with a large enough effect; inconclusive means small, poorly fitted or top-dose-only effect, or another doubt; inactive means no such curve, though single readings can be large; an effect the other way counts as inactive or inconclusive.

SMILES	TSG101-PTAP inh	B2AR arrestin	p53 reactivator	TRPV1 agonist	Eya2 phos inh	BRCA1 expr act	uPA surface inh	Integrin act MD	USP2a block	S-ASM inh	ELG1 genotox
Cc1cc(F)ccc1S(=O)(=O)N(C(=O)c1ccncc1)c1ccc(OC(=O)c2ccncc2)cc1	-4%	-0.3%	0%	-1	-23%	0%	-9%	6%	9%	9%	-8%
Cc1cc(NC(=O)COn2nnc3ccc(S(C)(=O)=O)cc32)ccc1Br	0%	-0.5%	-1%	-1	-9%	-36%	-54%	-54%[inhibitor]	7%	-17%	-3%
C[C@H]1CN([C@@H](C)CO)C(=O)Cc2cc(NC(=O)CCC(F)(F)F)ccc2O[C@H]1CN(C)Cc1ccc(-c2ccccc2)cc1	-8%	?	3%	nt	-15%	-93%[inhibitor]	?	-47%[inhibitor]	-13%	-15%	-8%
CCOc1ccc(/C(O)=C2/C(=O)C(=O)N(CC3CCCO3)C2c2ccco2)cc1 (stereo not drawn)	-3%	0.4%	29%	-1	0%	14%	0%	-3%	0%	-1%	2%
NS(=O)(=O)c1ccc(CCNC(=O)COC(=O)C2COc3ccccc3O2)cc1 (stereo not drawn)	-4%	0.1%	2%	nt	-27%	-9%	-68%	-24%	3%	4%	2%
COC(=O)c1ccc2ncccc2c1	-3%	0.0%	16%	-3	3%	57%	6%	17%	-4%	0%	5%
Cc1ccc(NC(=O)[C@H](NC(=O)[C@@H]2Cc3ccccc3CN2)c2ccccc2)c(C)c1	-4%	5.0%	-3%	2	-13%	1%	0%	-25%	4%	1%	6%
COc1ccc(C)cc1NC(=O)C(Sc1nnc(-c2ccncc2)n1-c1ccc(Cl)cc1)c1ccccc1 (stereo not drawn)	1%	-0.7%	-19%	-1	2%	-82%	-1%	-27%	-17%	-14%	-11%
CC(=O)Nc1ccc(S(=O)(=O)Nc2ccccc2N2CCOCC2)cc1	-1%	-0.3%	-6%	3	-11%	-16%	8%	3%	3%	-1%	0%
CN(CCCNC(=O)c1cccn2c(=O)c3ccccc3nc12)Cc1ccccc1	-8%	-0.9%	-6%	8	5%	28%	nt	-30%	4%	194%[activator]	0%
Cc1ccc(N2CN=c3s/c(=C\c4cccnc4)c(=O)n3C2)cc1	-6%	-1.4%	21%	2	18%	90%	5%	10%	?	2%	-10%
NC(=O)C1CCN(C(=O)c2cccc(S(=O)(=O)N3CCc4ccccc4C3)c2)CC1	-4%	-0.5%	-1%	-3	-8%	-14%	1%	20%	3%	-1%	0%
CCOC(=O)Cc1csc(NS(=O)(=O)c2ccc(OC)cc2)n1	-3%	0.1%	-2%	0	0%	-12%	2%	?	6%	1%	-4%
COc1cccc(NC(=O)c2ccc(S(=O)(=O)N(C)C)cc2)c1	-3%	0.2%	6%	?	-12%	38%	6%	0%	2%	1%	7%
CCOC(=O)N1CCN(S(=O)(=O)c2ccc(C(=O)N(CCCN(C)C)c3nc4c(F)cc(F)cc4s3)cc2)CC1	-3%	-1.3%	5%	-1	-6%	10%	-2%	2%	-1%	-1%	0%
COc1ccc(Cn2c(-c3ccc(Br)cc3)c[n+]3ccccc23)cc1	-8%	-0.1%	?	-2	-3%	77%	?	-49%[inhibitor]	3%	-3%	17%
COc1ccc(CCNC(=O)CCc2ccccc2O)cc1OC	-13%	0.2%	-3%	-4	-2%	6%	-1%	-22%	1%	3%	1%
CC(Oc1ccc(F)cc1)C(=O)/C=C\N(C)C (stereo not drawn)	-9%	0.0%	-2%	?	-7%	-14%	4%	0%	0%	6%	-1%
O=C(O)C1C2CCC(O2)C1C(=O)NCc1ccncc1 (stereo not drawn)	-2%	-1.3%	-3%	nt	-4%	-10%	0%	3%	-1%	3%	1%
CC(C)N1CCC(N2CCN(Cc3cccc4nonc34)CC2CCO)CC1 (stereo not drawn)	-1%	0.0%	3%	-1	3%	-2%	nt	?	3%	4%	0%
O=C(CSc1ccc2nnc(-c3cccc(F)c3)n2n1)NCc1ccco1	-5%	-0.5%	2%	nt	9%	3%	nt	-18%	2%	2%	0%
COC(=O)c1ccc2[nH]cc(CCO)c2c1	-1%	-0.8%	9%	-1	-28%	52%	-69%	12%	0%	1%	0%
C=CCNCCCCOc1c(Cl)cc(C)cc1Br	-6%	-0.3%	-1%	0	-7%	3%[1.84 µM]	-1%	2%	1%	0%	-4%
COc1cccc(-c2nnc3sc(-c4ccc(C)cc4)nn23)c1	nt	-0.9%	-4%	3	7%	nt	nt	nt	-2%	nt	-3%
O=C(N/N=C/c1ccccc1F)c1cc2c(ccc3ccccc32)o1	-4%	0.1%	-4%	9	-7%	-4%	-5%	-20%	0%	26%	?
CC(=O)Nc1ccc(S(=O)(=O)N2CCN=C2SCc2cccc(C)c2)cc1	1%	0.4%	0%	-6	-14%	-63%	-6%	3%	-6%	-8%	-8%
CC(NC(=O)NC1CCCCC1)c1ccc2c(c1)OCO2 (stereo not drawn)	-2%	-0.2%	9%	19	-9%	6%	-1%	10%	1%	3%	-3%
CC(C)(C)n1nnnc1C(c1ccncc1)N1CCN(C2CCCCC2)CC1 (stereo not drawn)	-7%	0.0%	-1%	1	24%	5%	3%	-9%	0%	4%	2%
CN(Cc1ccccc1)C(=O)c1cccc(NC(=O)Cc2ccc(NC(=O)C3CCN(C(=O)C4CCCCC4)CC3)cc2)c1	1%	nt	nt	nt	nt	-19%	8%	6%	nt	-5%	nt
O=C1c2cccc3c([N+](=O)[O-])c(O)cc(c23)C(=O)N1Nc1ccccc1	-3%	0.4%	-3%	-5	6%	-15%	4%	6%	0%	-3%	-10%
C=CCOc1cccc(/C=N/NC(=O)CN2CCCCC2)c1	-8%	0.0%	0%	1	1%	8%	4%	21%	-1%	0%	0%
Cc1ccc(C(c2nnnn2CC2CCCO2)N2CCN(Cc3ccccc3)CC2)cc1 (stereo not drawn)	-8%	0.3%	1%	-3	0%	-29%	0%	-65%[inhibitor]	1%	3%	-1%
COc1ccc(NC(=O)NC2CC3CCCC(C2)N3Cc2ccccc2)cc1 (stereo not drawn)	0%	-1.0%	-8%	25	-3%	12%	-1%	11%	2%	-2%	1%
CC(NC(=O)C1CCC(=O)N1Cc1ccc(F)cc1)c1ccc2c(c1)OCCO2 (stereo not drawn)	-3%	3.3%	-9%	nt	15%	0%	-9%	10%	0%	5%	-1%
Cc1ccc(S(=O)(=O)c2c(C)c(C)c(C)[nH]c2=O)cc1	-2%	0.1%	-5%	1	6%	4%	3%	23%	1%	3%	3%
O=c1c2[nH]c3ccccc3c2ncn1CCCn1ccnc1	-3%	-2.2%	0%	1	18%	-45%	-7%	-17%[7.66 µM]	-1%	3%	0%
C#CCOCCOCCOCCNc1nc(N2CCN(C(=O)Cn3cc(CCCN=C(N)N)nn3)CC2)nc(N2CCN(C(=O)Cn3cc(CC(C)O)nn3)CC2)n1 (stereo not drawn)	-3%	nt	nt	nt	nt	-4%	9%	15%	nt	0%	nt
CCCn1c(SCC(=O)NCC)nc2sc3c(c2c1=O)CCC3	-7%	-0.4%	-10%	24	9%	-18%	-1%	23%	-1%	0%	11%
Nc1ccc(C(=O)c2cccs2)cn1	-7%	-0.4%	11%	3	-16%	-1%	1%	-7%	4%	-2%	2%
COC(=O)Cn1cnc2scc(-c3ccc(C)cc3)c2c1=O	0%	-1.6%	nt	-1	3%	-8%	-3%	20%	-1%	-2%	-7%
Cc1ccc(NC(=O)/C=C\C(=O)NCC(=O)O)cc1C	-2%	0.3%	-6%	0	-1%	15%	-1%	9%	2%	2%	1%
CC(O)C(NS(=O)(=O)c1ccc(Cl)cc1)C(=O)OCC(=O)c1ccc2c(c1)NC(=O)CO2 (stereo not drawn)	-4%	nt	nt	nt	nt	-1%	7%	4%	nt	-1%	nt
Nc1c2c(nc3ccccc13)N(c1ccccc1)CC2	-1%	-0.2%	3%	16	-15%	-24%	2%	-10%	0%	50%[activator]	-7%
Cc1ccc(CNC(=O)COc2ccc(C)nc2[N+](=O)[O-])cc1	0%	-1.6%	-9%	1	5%	-19%	-4%	6%	1%	1%	6%

Reprinted at random: 2 compounds from above
SMILES	TSG101-PTAP inh	B2AR arrestin	p53 reactivator	TRPV1 agonist	Eya2 phos inh	BRCA1 expr act	uPA surface inh	Integrin act MD	USP2a block	S-ASM inh	ELG1 genotox
COc1ccc(NC(=O)NC2CC3CCCC(C2)N3Cc2ccccc2)cc1 (stereo not drawn)	0%	-1.0%	-8%	25	-3%	12%	-1%	11%	2%	-2%	1%
O=C1c2cccc3c([N+](=O)[O-])c(O)cc(c23)C(=O)N1Nc1ccccc1	-3%	0.4%	-3%	-5	6%	-15%	4%	6%	0%	-3%	-10%

Screening data from PubChem.
